# TRPC6 activator – mouse TRPC6 channel activation | B-score at 10 µM | 0.13% of 310,000 active | HEK293-TRPC6 membrane potential dye fluorescence; hits give high values;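 active = B-score of the integrated fluorescence ratio above library mean plus 3 SD, and starting fluorescence ratio within library mean plus 5 SD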;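 also: higher score means more depolarization so channel activation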
# MrgX1 antag – antagonists of human MrgX1 receptor | MRGX1-HEK293 calcium flux, Fluo-4, BAM8-22 antagonism; hits give low values | B-score at 10 µM | AID 588676 | 1.3% of 310,000 active | Q96LB2;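 active = calcium-response B-score plate-corrected more than 3 library SD below zero, starting fluorescence within 5 deviations, no agonist response on first addition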;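 also: peak minus trough fluorescence over baseline after final BAM8-22 challenge near maximal dose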
# Target sequence (Q96LB2 whole entry, looked up): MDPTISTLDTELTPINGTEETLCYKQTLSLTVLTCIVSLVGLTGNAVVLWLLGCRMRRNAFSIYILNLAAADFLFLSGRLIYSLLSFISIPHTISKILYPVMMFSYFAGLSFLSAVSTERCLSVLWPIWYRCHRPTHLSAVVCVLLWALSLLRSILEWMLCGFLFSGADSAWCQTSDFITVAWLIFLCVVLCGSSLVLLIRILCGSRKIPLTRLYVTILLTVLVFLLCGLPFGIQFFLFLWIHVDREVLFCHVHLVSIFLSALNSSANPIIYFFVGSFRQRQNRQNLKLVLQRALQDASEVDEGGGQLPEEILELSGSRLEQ
# MrgX1 agonist – agonists of human MrgX1 receptor; MrgX1-HEK293 cells, Fluo-4 calcium fluorescence, agonist mode; hits give high values; B-score at 10 µM; 0.44% of 310,000 active;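 active = calcium response B-score plate-corrected fluorescence ratio at least 3 library SD, with starting fluorescence B-score inside 5 SD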
#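 Material – MrgX1-expressing HEK293 cells · Input – 15,000 cells seeded per well · Dosing – compound as first of three additions · Times – overnight seeding, then 1 h dark dye loading · Measured by – kinetic Fluo-4 NW fluorescence of intracellular calcium · Read-out – B-scored fluorescence response ratio · Benchmarks – positive and negative control wells on each plate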
# TMEM16A act – activates or potentiates the mouse TMEM16A chloride channel; HEK293 TMEM16A/YFP-H148Q/I152L, iodide quench fluorescence; hits give low values; B-score at 10 µM; Q8BHY3; 0.3% of 340,000 active;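 active = fluorescence-ratio B-score plate-corrected deviation score at least 3 library SD below zero, with starting fluorescence score within 5 deviations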;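 also: channel opened by trigger with iodide after compound preincubation; score built on the fluorescence ratio of max minus min over baseline; more negative score means more quench and so TMEM16A activation or potentiation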
# TRPC6 inhibitor – blocks the mouse TRPC6 cation channel | Q61143 | HEK293-TRPC6, membrane potential dye, ACh-evoked depolarization; hits give low values | B-score at 10 µM | 1.1% of 310,000 active;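 active = B-score under library mean minus 3 SD, initial fluorescence not abnormally high, positive integrated signal ratio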;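 also: B-score derived from integrated fluorescence ratio over the kinetic read; more negative B-score means stronger inhibition of depolarization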
# HDAC3 inhib – inhibitors of human histone deacetylase 3 | O15379 | recombinant HDAC3, fluorogenic peptide/trypsin coupled, fluorescence | inhibition, % at 8.3 µM | 0.15% of 320,000 active | AID 2718; in the data active = inhibition above about 26%, passing the limit was not always enough; inconclusive = no clear call, values can overlap the other calls
# Target sequence (O15379 whole entry, looked up): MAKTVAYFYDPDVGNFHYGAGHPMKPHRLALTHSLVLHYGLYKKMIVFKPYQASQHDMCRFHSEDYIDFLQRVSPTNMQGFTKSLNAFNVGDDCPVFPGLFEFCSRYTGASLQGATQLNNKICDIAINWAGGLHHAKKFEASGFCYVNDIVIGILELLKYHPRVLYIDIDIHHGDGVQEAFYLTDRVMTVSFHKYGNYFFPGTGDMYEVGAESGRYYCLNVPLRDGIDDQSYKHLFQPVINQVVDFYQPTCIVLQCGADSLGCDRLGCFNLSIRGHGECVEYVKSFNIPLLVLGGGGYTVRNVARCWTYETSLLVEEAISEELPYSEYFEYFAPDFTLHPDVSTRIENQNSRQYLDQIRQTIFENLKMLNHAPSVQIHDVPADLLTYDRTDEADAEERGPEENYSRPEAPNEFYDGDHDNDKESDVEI
# TMEM16A inh – blocks the mouse calcium-activated chloride channel TMEM16A | Q8BHY3 | HEK293 TMEM16A/YFP iodide influx fluorescence, ionomycin | normalized B-score (activity score, 25-100; higher = stronger inhibition) at 10 µM | 1.2% of 310,000 active;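 active = ratio plate-corrected score three or more library SD toward inhibition, starting fluorescence score within five deviations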;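 also: score derived from kinetic fluorescence span divided by baseline fluorescence per well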
# SKKanGAS inh – blocks kanamycin growth of S. pyogenes SKKanGAS strain | BacTiter-Glo, 6 h | 1.3% of 300,000 active | inhibition, % at 7.5 µM;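 active = mean replicate score, as percent of positive control median, at least 50; inconclusive = mean below 50 but one replicate at or above 50; inactive = mean and every replicate below 50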;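 also: strain carries kanamycin resistance gene driven by streptokinase promoter and grows in 40 µg/ml kanamycin; loss of luminescence reflects streptokinase promoter inhibition or plain growth inhibition; 0% = median of DMSO wells and 100% = positive control at its reference dose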
# RGS4 block – human RGS4 inhibition | 0.45% of 310,000 active | P49798 | HEK293 M3R/RGS4 inducible, Fluo-4 calcium flux; hits give high values; triggered by carbachol at its EC20 | B-score at 10 µM;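 active = B-score, a plate-corrected calcium signal, over three deviations above library mean, with baseline fluorescence within five deviations of library mean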;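 also: RGS4 expression induced by doxycycline in cells with stable M3 receptor; B-score is computed from the integrated fluorescence ratio over baseline after carbachol; higher B-score means a larger calcium signal and so more RGS4 inhibition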
# Target sequence (P49798 whole entry, looked up): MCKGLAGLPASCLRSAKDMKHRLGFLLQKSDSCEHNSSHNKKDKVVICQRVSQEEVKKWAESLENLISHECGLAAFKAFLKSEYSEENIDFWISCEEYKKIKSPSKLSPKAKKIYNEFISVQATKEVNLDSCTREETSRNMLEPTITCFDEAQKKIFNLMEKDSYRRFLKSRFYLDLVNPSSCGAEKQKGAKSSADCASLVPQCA
# RGS4 pot – RGS4 potentiation or activation. HEK293 M3R/inducible RGS4, carbachol calcium flux Fluo4; hits give low values. B-score at 10 µM. 0.92% of 310,000 active;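 active = B-score of the integrated calcium signal more than 4 SD below the library mean, with starting fluorescence not abnormally high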;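 also: negative B-score means reduced calcium response which marks RGS4 activation or potentiation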
#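 Material: Inducible-RGS4 HEK293 cells carrying M3 receptor; also added: carbachol at ECmax as muscarinic agonist stimulus; incubation: compound preincubation 20 min at room temperature before agonist; signal: Fluo4-AM (2 µM) calcium-flux fluorescence, kinetic read; measure: integrated calcium ratio converted to B score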
# MrgX1 PAM – allosterically activates human MrgX1 receptor signaling | Q96LB2 | MrgX1-HEK293, Fluo-4 calcium flux, FDSS; hits give high values | B-score at 10 µM | 0.63% of 310,000 active;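 active = plate-corrected calcium response at least 3 library SD above typical, normal starting fluorescence, not activating the receptor alone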;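 also: compound read alongside a low EC10 to EC30 dose of BAM8-22 agonist; peak minus trough fluorescence over baseline measured at the second addition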
# * hit, by the source's call; i = inactive; ? = inconclusive; . = no result given.
SMILES,TRPC6 activator,MrgX1 antag,MrgX1 agonist,TMEM16A act,TRPC6 inhibitor,HDAC3 inhib,TMEM16A inh,SKKanGAS inh,RGS4 block,RGS4 pot,MrgX1 PAM
COC(=O)c1c(-c2cc(C)ccc2C)csc1NC(=O)C1CC=CCC1C(=O)O (stereo not drawn),i,i,i,i,i,-3,i,-18,i,i,i
CCOC(=O)COc1cccc2c(=O)n(CC(N)=O)ccc12,i,i,i,i,i,.,i,-15,i,i,i
Cc1cc(OC(=O)c2c(C)cc(OC(=O)c3c(C)cc(O)cc3O)cc2O)cc(O)c1C(=O)O,i,i,i,i,i,2,i,23,i,i,i
CCc1[nH]nc(C(=O)N2CCCC(C(=O)c3cccc(OC(C)C)c3)C2)c1C (stereo not drawn),i,i,i,i,i,-3,i,-11,i,i,i
Cc1ccc2oc(=O)n(CC(=O)OCCC(C)C)c2c1,i,i,i,i,i,1,i,10,i,i,i
Cc1ccc(Cl)cc1N(CC(=O)NCc1ccccc1)S(C)(=O)=O,i,i,i,i,i,4,i,-1,i,i,i
COc1cccc(NC(=O)c2ccccc2-c2nc(-c3ccc(Cl)cc3)no2)c1,.,i,i,i,.,2,i,.,.,.,i
COc1ccc(-n2nc(C(=O)NCC(=O)NCCC3=CCCCC3)c3ccccc3c2=O)c(OC)c1,i,i,i,i,i,-12,i,-2,i,i,i
COc1ccc(C(=O)NC(=S)N2CC(C)OC(C)C2)cc1 (stereo not drawn),i,i,i,i,i,2,i,4,i,i,i
Cc1cc[n+](CC(=O)c2ccc3c(c2)OCCO3)cc1,i,i,i,i,i,1,i,6,i,i,i
CSCC[C@H](NC(=O)c1cc([N+](=O)[O-])ccc1Cl)c1nc2ccccc2[nH]1,i,i,i,i,i,2,i,-3,i,i,i
CCCSc1cc(=O)n(-c2ccccc2)nc1C(=O)O,i,i,i,i,i,6,i,-3,i,i,i
CCC(=O)c1ccc(OCC(O)CN2CCN(c3ccccn3)CC2)cc1 (stereo not drawn),i,i,i,i,i,-3,i,3,i,i,i
CCOC(=O)c1oc2cccc(O)c2c1CN(Cc1ccccc1)C(C)=O,i,i,i,i,i,-1,i,-3,i,i,i
COC(C(=O)NC1CCCCCCC1)c1ccccc1 (stereo not drawn),i,i,i,i,i,2,i,-8,i,i,i
CCN(CCNS(=O)(=O)c1ccc2c(c1)oc(=O)n2C)c1ccccc1,i,i,i,i,i,7,i,-2,i,i,i
COc1ccc(N2CC(C(=O)N3CCOCC3)CC2=O)cc1 (stereo not drawn),i,i,i,i,i,3,i,-4,i,i,i
Cc1c(NC(=O)CN2C(=O)NC(C)(c3ccccc3Cl)C2=O)c(=O)n(-c2ccccc2)n1C (stereo not drawn),i,i,i,i,i,3,i,2,i,i,i
COc1ccc(N2CC(C(=O)NC3CCSC3=O)CC2=O)cc1 (stereo not drawn),i,i,i,i,i,-2,i,-6,i,i,i
CCN(CC)C(=O)COc1ccc(/C=C(\C#N)S(=O)(=O)c2ccccc2)cc1OC,i,i,i,i,i,-1,i,-4,i,i,i

# Reformatted bar-delimited: part of the list above.
Structure | TRPC6 activator | MrgX1 antag | MrgX1 agonist | TMEM16A act | TRPC6 inhibitor | HDAC3 inhib | TMEM16A inh | SKKanGAS inh | RGS4 block | RGS4 pot | MrgX1 PAM
CCc1[nH]nc(C(=O)N2CCCC(C(=O)c3cccc(OC(C)C)c3)C2)c1C (stereo not drawn) | i | i | i | i | i | -3 | i | -11 | i | i | i
COc1ccc(-n2nc(C(=O)NCC(=O)NCCC3=CCCCC3)c3ccccc3c2=O)c(OC)c1 | i | i | i | i | i | -12 | i | -2 | i | i | i

# Only RGS4 block, MrgX1 antag and TMEM16A inh, for two of the compounds above:
mol | RGS4 block | MrgX1 antag | TMEM16A inh
CCOC(=O)c1oc2cccc(O)c2c1CN(Cc1ccccc1)C(C)=O | i | i | i
COc1ccc(-n2nc(C(=O)NCC(=O)NCCC3=CCCCC3)c3ccccc3c2=O)c(OC)c1 | i | i | i

# Continuation.
SMILES,TRPC6 activator,MrgX1 antag,MrgX1 agonist,TMEM16A act,TRPC6 inhibitor,HDAC3 inhib,TMEM16A inh,SKKanGAS inh,RGS4 block,RGS4 pot,MrgX1 PAM
Cc1cccc(-n2ncc3c(NCCCN4CCCC4=O)ncnc32)c1,i,i,i,i,i,0,i,-3,i,i,i
Cc1ccc2nsnc2c1NC(=O)COc1ccccc1,i,i,i,i,i,-7,i,0,i,i,i
Cc1cc(C)cc(C(=O)Oc2coc(CSc3nnc(NC(=O)C4CC4)s3)cc2=O)c1,i,i,i,i,i,-3,i,10,i,i,i
CCOc1ccccc1Nc1ccc(C(=O)O)cc1NC(C)=O,.,i,i,i,.,1,i,.,.,.,i
CC1(C)Oc2ccc(C(=O)NC3CCCC3)cc2N(CC(=O)N2CCOCC2)C1=O,i,i,i,i,i,-5,i,2,i,i,i
CCN(CCCNC(=O)c1ccc2c(c1)NC(=O)CN2C)c1cccc(C)c1,i,i,i,i,i,4,i,-2,i,i,i
COc1ccc(N=Cc2c[nH][nH]c2=O)cc1,i,i,i,i,i,-8,i,-3,i,i,i
COCCNC(=S)N1C2CCC1CC(NC(=O)NC13CC4CC(CC(C4)C1)C3)C2 (stereo not drawn),i,i,i,i,i,4,i,1,i,i,i
COc1cc(NS(=O)(=O)c2ccc(NC(=S)NC(=O)c3ccc(F)c(F)c3)cc2)nc(OC)n1,i,i,i,i,i,3,i,20,i,i,i
CN1CCN(c2nc(-c3ccccn3)nc3ccccc23)CC1,i,i,i,i,-16*,5,i,2,i,i,i
CCc1nnc(NS(=O)(=O)c2ccc(NC(=O)c3ccccc3OC)cc2)s1,i,i,i,i,i,5,i,3,i,i,i
COc1ccc(N2CCN(C(=O)c3ccc(N(C)S(=O)(=O)c4ccc(C)cc4)cc3)CC2)cc1,i,i,i,i,i,?,i,-4,i,i,i
Brc1ccc(-c2cn3cccnc3n2)cc1,.,i,i,i,.,2,i,.,.,.,i
COc1ccccc1OCCCCN1CCN(c2ccccc2OC)CC1,i,i,i,i,i,-3,i,0,i,i,i
Nc1nc2nonc2nc1N,i,i,i,i,i,-2,i,-6,i,i,i
CCCCOc1ccccc1NC(=O)Cn1c(-c2nonc2N)nc2ccccc21,i,i,i,i,i,-2,i,8,i,i,i
COC(=O)[C@@]1(Cc2ccc(F)cc2)[C@H]2c3cc(C(=O)N(C)C)n(C[C@H](O)CO)c3C[C@H]2CN1C(=O)c1ccccc1,.,i,i,i,.,5,i,.,.,.,i
Cc1ccccc1S(=O)(=O)/N=C(/c1ccccc1)N(C)C,i,i,i,i,i,5,i,0,i,i,i
O=C(c1cccs1)N1N=C(c2ccccc2)CC1c1ccccc1 (stereo not drawn),i,i,i,i,i,10,i,57*,i,i,i
O=P(OCC1CC1)(c1ccccc1)c1ccccc1,i,i,i,i,i,-2,i,2,i,i,i
COc1ccccc1N1CCN(C(=O)c2ccncc2)CC1,i,i,i,i,i,-2,i,4,i,i,i
CC1CCCCC1NC(=O)c1cccc(N2C(=O)C3C4C=CC(C4)C3C2=O)c1 (stereo not drawn),i,i,i,i,i,-1,i,5,i,i,i
CCOc1cc(N2CCOCC2)c(OCC)cc1NC(=O)COC(=O)CCn1c(C)csc1=O,i,i,i,i,i,1,i,-9,i,i,i
CC(C)C(C(=O)NC1CCCC1)N(CC1CCCO1)C(=O)CNS(=O)(=O)c1ccc(F)cc1 (stereo not drawn),i,i,i,i,i,2,i,1,i,i,i
O=C(Nc1cccc2c1CCCC2)c1ccc(Cl)c([N+](=O)[O-])c1,i,i,i,i,i,3,i,5,i,i,i
CCOC(=O)CSc1nnc(Cc2ccc(OC)cc2)n1-c1ccccc1,i,i,i,i,i,-2,i,-1,i,i,i
CCOC(=O)C1=C(CCc2ccccc2)NC(=O)NC1c1ccc(Br)cc1 (stereo not drawn),i,i,i,i,i,15,i,13,i,i,i
C[n+]1cccc(C(=O)NCC2CCCO2)c1 (stereo not drawn),i,i,i,i,i,6,i,-9,i,i,i
COc1ccccc1CNC(=O)CNC(=O)N1CC(=O)Nc2ccccc21,i,i,i,i,i,-2,i,0,i,i,i
Cc1nc(NC(=O)/C=C/c2ccc(F)cc2)sc1C(=O)N(C)C,i,i,i,i,i,-2,i,0,i,i,i
COC(=O)CC1COc2ccccc2N1C(=O)c1cccc(Cl)c1 (stereo not drawn),i,i,i,i,i,-4,i,6,i,i,i
Cc1[nH]nc2c1C1(CCOCC1)C(C#N)=C(N)O2,i,i,i,i,i,-3,i,-7,i,i,i
COc1cc(C(=S)N2CCOCC2)ccc1OC(=O)c1ccc(Br)cc1,i,i,i,i,i,11,i,-2,i,i,i
CCCn1nnc2ccccc2c1=O,i,i,i,i,i,4,i,-3,i,i,i
O=C(NCCS(=O)(=O)NCCc1ccccc1)c1ccccc1,i,i,i,i,i,0,i,-7,i,i,i
O=C(N/N=C/c1cccc([N+](=O)[O-])c1)c1ccccc1-n1cccc1,i,i,i,i,i,7,i,-4,i,i,i
COC(=O)C1=NN(C(=O)c2cccc(Br)c2)C(O)(c2ccc(Cl)cc2)C1 (stereo not drawn),30*,i,36*,i,i,7,i,86*,i,i,i
O=C(/C=C/c1ccc([N+](=O)[O-])cc1)c1cccs1,i,i,i,i,i,2,i,0,12*,i,i
COC(=O)CNC(c1ccccc1)c1cc(Br)ccc1NC(C)=O (stereo not drawn),i,i,i,i,i,0,i,1,i,i,i
O=C(CSc1nnnn1C1CC2C=CC1C2)Nc1ccc(C(=O)O)cc1 (stereo not drawn),i,i,i,i,i,.,i,39,i,i,i
CCC(NC(=O)c1ccccc1NC(=O)c1ccccc1)C(=O)OC (stereo not drawn),i,i,i,i,i,-10,i,-3,i,i,i
COCCCNC(=O)CCc1nc(-c2ccccc2)no1,i,i,i,i,i,-5,i,2,i,i,i
Cc1nn(C)cc1CN(C)C(=O)c1nn2c(c1Br)NC(c1cccs1)CC2C(F)(F)F (stereo not drawn),i,i,i,i,i,3,i,-9,i,i,i
Cc1c(NC(=O)c2cc(-n3cnnc3)ccc2Cl)cccc1-c1nc2ccccc2o1,i,i,i,i,i,2,i,.,i,i,i
COc1cc(C(=O)Nc2ccc(-c3nnc(-c4ccco4)o3)cc2)cc(OC)c1OC,i,i,i,i,i,8,i,21,i,i,i

# Source: PubChem (several laboratories)
